Platelet DG rel: inhibitors of platelet dense granule secretion, primary screen, cell-based, MLPCN, human platelets | 300,000 tested, 0.22% active | AID 1663, 2009 | human platelet-rich plasma, SFLLRN dense granule ATP release, luminescence | inhibition, %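 (compounds screened at 7.5 µM in platelet-rich plasma)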;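 active = mean replicate score, as percent of positive control, at or above 50; inconclusive = mean below 50 but at least one replicate at or above 50; inactive = mean and every replicate below 50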
GSK3A inh: blockers of GSK3A enzyme activity – biochemical, luminescence, cell-free homogeneous, HTS, primary screen. Glycogen synthase kinase-3 alpha (Homo sapiens), P49840. GSK-3 alpha kinase, ADP-Glo luminescence, 60 min. inhibition, % at 10 µM. 320,000 tested, 0.1% active;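 in the data active = inhibition above about 50%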;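 note: GST-tagged GSK-3 alpha with peptide substrate and 25 µM ATP; 0% = DMSO neutral wells and 100% = GW8510 positive control wells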
Target sequence (P49840 whole entry, looked up): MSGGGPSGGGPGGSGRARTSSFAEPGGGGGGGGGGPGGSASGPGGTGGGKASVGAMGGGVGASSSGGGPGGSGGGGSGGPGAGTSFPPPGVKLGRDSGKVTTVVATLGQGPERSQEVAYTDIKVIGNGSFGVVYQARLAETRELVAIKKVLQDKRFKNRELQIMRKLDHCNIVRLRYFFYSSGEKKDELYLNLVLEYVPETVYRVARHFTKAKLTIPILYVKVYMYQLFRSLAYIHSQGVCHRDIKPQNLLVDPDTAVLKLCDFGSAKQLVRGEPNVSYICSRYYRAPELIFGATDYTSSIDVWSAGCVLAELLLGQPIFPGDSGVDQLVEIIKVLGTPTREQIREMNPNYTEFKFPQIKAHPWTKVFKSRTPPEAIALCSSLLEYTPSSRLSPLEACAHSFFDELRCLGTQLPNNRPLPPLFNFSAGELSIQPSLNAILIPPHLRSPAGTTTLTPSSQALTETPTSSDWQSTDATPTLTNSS
DYRK1A inh: rat Dyrk1A kinase inhibitors, primary screen, biochemical, single point, plate reader; ADP-Glo luminescence, NFATc1 peptide; inhibition, % at 12.5 µM; 310,000 tested, 0.43% active; AID 504441, 2011; in the data active = inhibition above about 50%;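 note: plate controls were vehicle with enzyme for no effect and no enzyme for full effect; many of its hits are not listed in these tables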
HDAC3 inhib: HDAC3 deacetylase inhibitors, primary screen, biochemical, fluorescence, cell-free homogeneous. 320,000 tested, 0.15% active. Histone deacetylase 3 (Homo sapiens), O15379. inhibition, % at 8.3 µM. recombinant HDAC3, fluorogenic peptide/trypsin coupled; in the data active = inhibition above about 26%, passing the limit was not always enough; inconclusive = no clear call, values can overlap the other calls
HSF1 inh: HSF1 inhibitors in luciferase reporter cells, primary screen, cell-based, NIH3T3, luminescence; NIH3T3-HGL HSE-luciferase, MG132-induced, luminescence 8 h; hits give low values; activity change, negative = inhibition, % at 7.5 µM (by protocol); 300,000 tested, 0.77% active; AID 2098, 2009;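 active = more than half of replicate wells show activity change below -50%, luminescence cut by over half; inconclusive = some wells, but at most half, below -50%; inactive = no replicate well below -50%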;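 note: luciferase reports HSF-1 transcriptional activity via heat shock element; 0% = median of DMSO wells and -100% = zero luminescence signal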
PolyA inh: polyadenylation inhibitors in yeast reporter cells, primary screen, luminescence, S. cerevisiae | S. cerevisiae SKY197-pL101 polyadenylation reporter, beta-gal luminescence; efflux-impaired pdr1/pdr3 knockout yeast; score 100 = 6 SD above DMSO | calls only at 12 µM | 300,000 tested, 0.02% active;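 active = lowest replicate activity score at least 50, where 100 means six control SD above control mean; inconclusive = lowest score under 50 but half or more replicates reach 50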;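 note: yeast exposed to compound for 9 h at 30 °C; higher score means more reporter readthrough which indicates perturbed polyadenylation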
GSK3B inh: human GSK3beta kinase inhibitors, primary screen, biochemical, cell-free homogeneous, HTS; AID 2097, 2009; 300,000 tested, 0.038% active; activity score (negative = inhibition), % at 10 µM; GST-GSK3beta kinase, ADP-Glo luminescence, 60 min; hits give low values; Glycogen synthase kinase-3 beta (Homo sapiens), P49841;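 active = more than half of replicate wells score below -50%, meaning over 50% inhibition versus plate controls; inconclusive = some replicates but at most half score below -50%; inactive = no replicate scores below -50%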;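 note: 0% = median DMSO wells and -100% = median GW8510 positive control wells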
Target sequence (P49841 whole entry, looked up): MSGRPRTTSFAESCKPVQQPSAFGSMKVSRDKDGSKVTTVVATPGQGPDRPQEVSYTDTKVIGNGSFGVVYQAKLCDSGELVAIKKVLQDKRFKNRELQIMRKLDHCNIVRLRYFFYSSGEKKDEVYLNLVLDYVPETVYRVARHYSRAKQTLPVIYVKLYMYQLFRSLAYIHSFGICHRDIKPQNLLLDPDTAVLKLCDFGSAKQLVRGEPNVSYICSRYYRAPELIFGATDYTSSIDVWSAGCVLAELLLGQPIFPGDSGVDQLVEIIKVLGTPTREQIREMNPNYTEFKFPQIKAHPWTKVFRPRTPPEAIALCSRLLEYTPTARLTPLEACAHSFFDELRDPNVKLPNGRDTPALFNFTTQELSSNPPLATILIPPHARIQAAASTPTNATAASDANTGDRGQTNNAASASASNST
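Assay system: GST-tagged human GSK3beta kinase, cell-free; Input: 1.6 ng GSK3beta; Medium: Tris/MgCl2 kinase buffer; Timing: 60 min enzyme reaction, room temperature; Signal: ADP-Glo luminescence quantifying ADP generated by kinase; Evaluation: score relative to plate controls; Benchmarks: DMSO neutral wells and GW8510 at 20 µM as positive.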
AI-2 QS mod: Vibrio harveyi AI-2 quorum sensing modulators, primary screen, JMH597 strain, luminescence/OD600 ratio; Vibrio harveyi JMH597 AI-2 luminescence/OD600 ratio, 9 h; hits give low values; strain lacks LuxN and CqsS sensors; 0 = neutral-control median; AID 2094, 2009; 300,000 tested, 0.4% active; activity change, % at 7.5 µM; in the data active = activity change below about -75%, passing the limit was not always enough; inconclusive = no clear call, values can overlap the other calls;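 note: luminescence divided by OD600 gain over 9 h not by final OD600 alone; inactives centre near 13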
HSP90 refold inh: HSP90 inhibitors, primary screen, cell lysate, luminescence; AID 1789, 2009; inhibition, % at 5.6 µM; Rabbit reticulocyte lysate, luciferase refolding luminescence, 3 h; 290,000 tested, 0.91% active; Heat shock protein HSP 90 (rabbit reticulocyte lysate; luciferase refolding);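 active = inhibition above the screen-wide mean plus 3 SD, computed separately per campaign, cut at about 16% in these data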;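 note: 0% = DMSO wells and 100% = 60 µM geldanamycin wells; inhibitors lower the luminescence because luciferase stays unfolded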
HSF1 activator: HSF-1 activators, primary screen, NIH3T3-HGL cells, MG132 stress, luminescence, single point. activation, % at 9 µM. NIH3T3-HGL HSF-1 luciferase reporter, 8 h; 100% = twice DMSO control signal. 300,000 tested, 1.7% active;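 active = mean replicate activation of at least 50% with a set share of replicates each reaching 50%; inconclusive = only one of those two conditions met; inactive = mean below 50% and too few replicates reaching it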;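 note: 0% = median of the neutral control wells and 100% = twice that signal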
* = called active by the depositor; i = inactive; ? = inconclusive; / = not tested or not shown. This is a subset; the hit share may differ from the screen's.

SMILES	Platelet DG rel	GSK3A inh	DYRK1A inh	HDAC3 inhib	HSF1 inh	PolyA inh	GSK3B inh	AI-2 QS mod	HSP90 refold inh	HSF1 activator
COc1ccc(/C(C)=N/Nc2cccc(C(=O)O)c2)cc1OC	6.0	-1.9	-3.5	2.5	-5.1	i	0.7	-3.2	6.6	19.5
NNC(=O)c1sccc1OCc1ccc(Cl)cc1Cl	0.6	-3.6	0.9	-0.4	42.1	i	0.4	31.4	7.9	41.7
CCOc1ccc(NC(=O)N2CCC(C(=O)c3ccc(F)cc3)CC2)cc1	-7.1	-3.4	-6.8	-7.5	-7.2	i	1.2	11.8	7.0	14.1
COC(=O)c1ccccc1NC(=O)Cn1nnc(-c2ccc(OC)cc2)n1	-0.8	9.2	3.6	1.3	6.2	i	-3.8	8.2	-0.4	-6.1
CC(C)CC(C(=O)O)N(Cc1ccccc1)Cc1ccccc1 (stereo not given)	20.7	-6.3	-2.0	-7.1	-0.8	i	4.6	6.2	-1.1	-7.2
COc1ccc(S(=O)(=O)N2CCCCCC2)cc1NC(=O)c1ccccc1	-2.6	-1.3	1.5	-10.2	3.3	i	-0.9	5.3	-0.9	3.2
COc1ccc(-c2noc(-c3ccc(C)cc3)n2)cc1	-0.3	-1.5	3.1	-0.5	10.7	i	1.2	13.4	2.7	36.6
COc1ccc(-c2nc3c(c(SCC(=O)N4CCOCC4)n2)Cc2c(CO)cnc(C)c2O3)cc1	-10.1	7.1	-2.3	3.3	-6.4	i	-0.7	7.9	-4.6	2.5
Cc1cc(Cl)c2oc(C(=O)NCC(C)(C)N3CCOCC3)c(C)c2c1	-10.0	8.8	0.3	-3.3	2.5	i	1.0	20.2	4.0	15.1
CCN1CCN(C(=O)/C=C/c2ccccc2[N+](=O)[O-])CC1	-1.5	0.8	-1.3	3.9	-9.8	i	0.9	7.0	0.9	3.7
O=C(NC1=NCCS1)c1cc(-c2ccc(F)cc2)nc2ccccc12	-2.6	-2.8	4.0	8.8	7.3	i	2.1	39.9	-1.4	4.4
CCCCc1ccc(NC(=O)NCc2cccnc2)cc1	21.9	1.0	-3.2	0.4	-2.6	i	-0.2	-41.3	0.8	11.8

Full records, quoted from the list. Values in the order: Platelet DG rel	GSK3A inh	DYRK1A inh	HDAC3 inhib	HSF1 inh	PolyA inh	GSK3B inh	AI-2 QS mod	HSP90 refold inh	HSF1 activator
CCN1CCN(C(=O)/C=C/c2ccccc2[N+](=O)[O-])CC1 in the list: -1.5	0.8	-1.3	3.9	-9.8	i	0.9	7.0	0.9	3.7
COc1ccc(-c2nc3c(c(SCC(=O)N4CCOCC4)n2)Cc2c(CO)cnc(C)c2O3)cc1 in the list: -10.1	7.1	-2.3	3.3	-6.4	i	-0.7	7.9	-4.6	2.5

Next entries
SMILES	Platelet DG rel	GSK3A inh	DYRK1A inh	HDAC3 inhib	HSF1 inh	PolyA inh	GSK3B inh	AI-2 QS mod	HSP90 refold inh	HSF1 activator
Cc1c(NC(=O)Cn2[nH]c(=O)c3ccccc3c2=O)c(=O)n(-c2ccccc2)n1C	-4.5	3.0	-1.0	7.6	-10.1	i	-1.0	29.9	9.8	4.2
COc1ccc(S(=O)(=O)NCCC(C)C)cc1C	-2.2	-0.7	7.1	5.8	-10.3	i	2.4	11.4	4.0	-23.3
Cn1c(SCC(=O)Nc2nccs2)nnc1-c1ccco1	-16.7	1.6	1.5	5.6	-2.2	i	2.1	13.7	-1.0	8.1
CC1C(=O)NN=C1C(=O)N/N=C\c1ccc(O)cc1O (stereo not given)	12.9	2.8	8.3	4.0	-4.2	i	2.0	-18.1	3.8	2.7
FC(F)(F)c1cnc(NNC(=S)Nc2ccc(Cl)cc2)c(Cl)c1	-2.9	-0.2	-1.4	3.3	-0.1	i	2.1	22.5	-1.4	11.3
CCOC(=O)C1=C(c2ccccc2)NC(=O)NC1c1cc(Cl)c(O)c(OC)c1 (stereo not given)	2.8	-1.8	2.5	3.9	-7.2	i	-1.5	16.5	-1.2	-27.7
Cc1ccc(-c2nc3ccccc3[nH]2)cn1	32.6	0.0	15.9	1.9	-0.4	/	-5.3	-0.2	3.9	6.6
O=C(CC1SC(=Nc2ccc(OC(F)F)cc2)N(CCN2CCOCC2)C1=O)Nc1ccc(F)cc1F (stereo not given)	3.3	0.2	-5.2	12.2	1.1	i	1.5	5.2	1.1	6.7
CCCCC(CC(O)COCCC)C(=O)NN (stereo not given)	7.8	-0.8	-26.4	3.6	10.3	i	-10.6	20.2	-2.4	1.7
Cc1cccc2nc3ccccc3nc12	8.2	4.0	-4.5	-3.1	-1.3	i	-3.5	14.3	2.9	1.3
c1ccc(Nc2scc(-c3ccccc3)[n+]2Cc2ccco2)cc1	2.2	0.7	1.9	-0.2	14.6	i	0.2	10.4	-5.6	25.4
COc1ccc(-c2nc3c(s2)CN(S(C)(=O)=O)CC3)cc1OC	8.2	6.5	-3.3	-69.1	-2.4	i	4.1	20.7	0.6	-3.1
CCOc1ccc(NC(=O)CN(C)C(=O)c2cn3ccccc3n2)cc1OCC	-5.5	-0.6	5.6	-1.3	3.7	i	-0.6	46.7	/	-7.6
CCCOc1ccc(C(=O)c2ccccc2C(=O)O)cc1OCCC	-3.4	-4.3	0.7	2.6	-11.7	i	0.5	15.4	3.3	5.6
COc1ccc(CC(=O)Nc2nc(-c3ccc(OC)c(OC)c3)cs2)cc1OC	-2.8	3.8	-1.0	-0.3	4.7	i	1.4	16.7	-3.9	5.9
C=CCn1cnc2c(nnn2-c2ccc(C)c(C)c2)c1=O	-3.5	-0.3	7.1	-1.9	28.7	i	-1.5	27.7	-2.7	28.3
COc1cc2c(cc1OC)C(c1ccccc1)NCC2 (stereo not given)	6.4	-0.8	6.0	-10.5	5.8	i	-0.5	5.9	1.6	46.0
Cc1ccc(C(=O)NCCCc2ccccc2)c(Cl)c1	1.8	-1.1	-0.8	1.0	19.6	i	3.8	-10.9	11.2	46.8
COc1ccc(N(CC(O)Cn2c3ccccc3c3ccccc32)S(=O)(=O)c2ccccc2)cc1 (stereo not given)	20.6	-0.2	11.1	-2.8	9.7	i	3.5	17.2	3.5	15.4
CCC1CCCCN1C(=O)CSc1nnc(-c2ccc(Cl)cc2)o1 (stereo not given)	2.9	-1.8	-8.2	0.4	-1.9	i	4.3	0.3	0.8	-0.2
Cc1cc(C)cc(NC(=O)c2cccc(C(=O)Nc3cc(C)cc(C)c3)n2)c1	2.4	0.8	-4.3	-3.2	1.0	i	1.1	11.1	-5.1	1.6
Clc1ccc(CSc2nnc([C@@H]3CCCN3)o2)cc1Cl	/	-2.6	2.4	4.2	/	i	1.6	7.1	1.5	/
Cc1ccc(S(=O)(=O)NC(=O)NC(=O)N(C)S(=O)(=O)c2ccc(C)cc2)cc1	2.4	-1.3	4.2	/	-2.0	i	3.6	20.9	4.8	3.2
CCc1ccccc1NS(=O)(=O)c1ccc2[nH]cc(C(=O)NCC3CCCO3)c(=O)c2c1 (stereo not given)	-1.6	1.4	-25.7	-2.3	-4.7	i	-2.3	0.4	0.6	15.4
O=C(CSc1ncnc2sc3c(c12)CCCCC3)NCc1ccco1	-0.7	0.0	6.9	5.5	-3.8	i	-2.7	2.6	-3.6	-11.5
Cn1c(=O)nc2n(Cc3ccccc3)c3cccc(Cl)c3cc-2c1=O	0.5	-0.3	-7.0	-6.0	-12.1	i	-0.9	8.0	0.8	-15.5
COc1ccc(NC(=O)c2ccccc2-c2ccccc2C(=O)O)cc1	2.3	-1.1	-1.0	-2.1	-5.1	i	0.0	-3.1	0.1	-16.7
CCC1CCCCN1Cc1ccc(CNS(=O)(=O)c2ccc3c(c2)oc(=O)n3C)o1 (stereo not given)	-4.7	-2.4	-4.9	-1.0	/	/	-0.2	7.4	1.5	/
Cc1nn(-c2ccccc2)c(Cl)c1/C=N/NC(=O)c1ccccc1NS(=O)(=O)c1cccs1	6.7	0.2	0.8	-9.0	-2.6	i	-1.3	25.7	-5.4	11.5
COc1cc2c3c(c1OC)C1(C=CC(=O)C=C1)CC3N(C(=O)CCC(=O)O)CC2 (stereo not given)	4.4	-1.8	1.0	-14.5	-3.8	i	-1.3	13.2	-1.8	-3.0
CCn1cnc2sc(C(=O)N3CCN(c4ccc(OC)cc4)CC3)c(C)c2c1=O	6.3	-3.6	3.5	2.7	0.6	i	0.7	11.6	0.8	7.8
CN(Cc1cccc2cnccc12)C(=O)c1cc(COc2ccc(F)cc2F)on1	-3.6	/	2.3	/	5.7	i	-2.8	22.0	0.8	?
CN(Cc1n[nH]c(=S)n1C)S(=O)(=O)c1ccccc1	5.9	-1.0	-5.7	11.1	0.4	i	2.3	19.2	3.7	-16.0
CCCOc1ccc(-c2nc(C#N)c(N3CCN(C)CC3)o2)cc1	-21.2	-2.8	5.1	-9.5	2.6	i	-7.4	-0.9	0.4	-6.2
Cc1cnc(C(=O)OCC(=O)C23CC4CC(CC(C4)C2)C3)cn1	15.8	-2.5	3.2	6.0	4.3	i	2.7	15.6	-2.9	0.2
CCC(C)[C@H](NC(=O)NCC1CCCO1)C(=O)OC (stereo not given in full)	-6.8	-2.4	2.3	9.0	-5.7	i	3.2	15.2	4.9	-1.9
Cc1ccc(NC(=O)Cn2cnc3ccccc32)cc1C	6.7	0.1	-3.6	1.9	0.4	i	-0.3	5.9	-1.1	16.1
COc1ccc(CS(=O)(=O)c2nc(C)cc(C)c2S(C)(=O)=O)cc1	-3.8	-0.6	-4.8	7.7	4.1	i	-0.4	19.6	0.5	17.9
N#Cc1nc(N)nc(N(c2ccccc2)c2ccccc2)n1	-0.4	-1.6	-2.1	3.2	4.0	i	0.5	3.7	2.1	-0.7
COc1ccc(C2CC(c3cccs3)n3nc(N)nc3N2)cc1 (stereo not given)	-14.3	0.6	11.0	-23.6	3.9	i	2.7	28.7	0.6	10.4
CCCN(CCC)Cc1c(C(=O)OCC)nnn1-c1nonc1N	-5.8	/	4.5	/	1.3	i	-1.4	-5.3	-0.6	8.1
CC(=O)c1cccc(NC(=O)C2CCN(S(=O)(=O)c3ccc(F)cc3)CC2)c1	14.2	-3.7	3.5	6.7	-4.9	i	-1.0	15.3	-2.3	-28.4

Compound activity deposited in PubChem by several laboratories.
